# Screening data from PubChem BioAssay.
# CIT2 TOR yeast – yeast TOR pathway CIT2-GFP modulation | 0.065% of 320,000 active | S. cerevisiae CIT2-GFP strain, flow cytometry, 3 h; 100 means same as DMSO wells | GFP response vs DMSO, % at 10 µM;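 active means GFP response relative to DMSO above a set limit, near the screen mean plus 3 SD, cut at about 150% in these data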;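 further: ratio of well median GFP fluorescence to mean of DMSO wells on the plate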
# AGP1 TOR yeast – modulators of TOR pathway AGP1-GFP in S. cerevisiae; GFP response vs DMSO, % at 10 µM; 0.02% of 320,000 active; S. cerevisiae AGP1-GFP multiplex flow cytometry, 3 h; GFP as percent of DMSO wells;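 active means GFP response relative to DMSO above a set limit, near screen average plus 3 SD, cut at about 150% in these data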;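 further: median GFP channel fluorescence of the gated AGP1 strain per well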
# VLA-4 inh – inhibition in a human VLA-4 binding assay | 0.2% of 330,000 active | VLA-4 expressing cells, ligand binding flow cytometry | AID 2557 | inhibition, % (about 7 µM as worked out from the volumes in the protocol); in the data active means inhibition above about 50%
# MEP2-GFP yeast – modulators of TOR pathway MEP2-GFP in S. cerevisiae. S. cerevisiae MEP2-GFP strain, flow cytometry GFP, 3 h; 100% = DMSO control level. GFP response vs DMSO, % at 10 µM. 0.51% of 330,000 active. AID 2016;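 active means GFP response versus DMSO above a set limit, roughly screen mean plus 3 SD, cut at about 180% in these data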;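 further: median GFP fluorescence of the barcode-gated MEP2-GFP cells per well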
# LAP4-GFP MLPCN – yeast TOR pathway LAP4-GFP modulation; S. cerevisiae LAP4-GFP multiplex, flow cytometry GFP, 3 h; median GFP as percent of DMSO wells; GFP response vs DMSO, % at 10 µM; 0.34% of 320,000 active; AID 2023;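 active means GFP response vs DMSO above a set limit, about the screen mean plus 3 SD, cut at about 150% in these data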
# RPL19A-GFP yeast – alters RPL19A-GFP fluorescence in TOR pathway yeast screen. S. cerevisiae RPL19A-GFP strain, flow cytometry, 3 h; hits give low values. percent response vs DMSO, % at 10 µM. 0.3% of 330,000 active. AID 2025;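 active means percent response vs DMSO below 50%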;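 further: median channel GFP fluorescence of the barcoded RPL19A-GFP strain; ratio of sample median GFP to plate DMSO average so 100% = DMSO; lower means less RPL19A-GFP as with rapamycin TOR inhibition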
# GASC-1 inh – human JMJD2C demethylase inhibition. GST-JMJD2C(1-420) H3K9me3 demethylation, DELFIA europium. inhibition, % at 2.35 µM. Q9H3R0. 0.069% of 330,000 active;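 active means more than half of a compound's replicate wells show inhibition beyond 50%, single wells judged on their own value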;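 further: signal counts dimethyl H3K9 product captured on neutravidin plate; 0% = median of DMSO wells and 100% = 0.3 times that DMSO median; strong numbers were not always called active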
# Target sequence (Q9H3R0 1-420 limits assumed): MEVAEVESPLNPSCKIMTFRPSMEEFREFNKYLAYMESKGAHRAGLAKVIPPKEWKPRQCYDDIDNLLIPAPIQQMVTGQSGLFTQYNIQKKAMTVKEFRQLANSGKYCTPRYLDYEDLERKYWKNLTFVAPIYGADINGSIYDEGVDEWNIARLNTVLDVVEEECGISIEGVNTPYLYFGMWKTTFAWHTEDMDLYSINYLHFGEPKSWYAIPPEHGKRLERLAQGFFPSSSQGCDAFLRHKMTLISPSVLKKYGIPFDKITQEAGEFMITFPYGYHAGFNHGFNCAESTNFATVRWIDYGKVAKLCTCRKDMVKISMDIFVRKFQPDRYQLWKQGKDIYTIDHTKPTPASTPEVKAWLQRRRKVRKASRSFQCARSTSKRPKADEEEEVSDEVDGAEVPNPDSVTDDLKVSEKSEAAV
# GRK2 inh – human GRK2 inhibition via aptamer displacement | P25098 | bead flow cytometry, FAM-aptamer displacement from GRK2 | inhibition of aptamer binding, % at 10 µM | 0.59% of 330,000 active | AID 488847;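 active means inhibition of aptamer binding above 40%, roughly 3 SD of noise, on plates passing a quality check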;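 further: median bead fluorescence of bound FAM aptamer so fluorescent compounds give negative values; no value below 0 was filed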
# * marks the source's active call; other numbers are inactive results; · = no result given. Hits appear at their usual frequency; about 1.7% have a hit in one of these screens.
Compound	CIT2 TOR yeast	AGP1 TOR yeast	VLA-4 inh	MEP2-GFP yeast	LAP4-GFP MLPCN	RPL19A-GFP yeast	GASC-1 inh	GRK2 inh
CCC(C(=O)OCC(=O)Nc1ccc(C(N)=O)cc1)c1ccccc1 (stereo unspecified)	97	99	4	102	80	105	-12	0
Cc1cc2cc(C#N)c(N3CCOCC3)nc2cc1Cl	95	92	10	100	94	101	2	6
COC(=O)c1cccc(N2C(=O)C3CC=CCC3C2=O)c1 (stereo unspecified)	95	100	5	102	95	102	-30	0
CCOc1c2ccc(C(=O)NCC34CC5CC(CC(C5)C3)C4)cc2nn1CC	106	90	15	91	104	99	3	2
CCCCOc1ccc(C(=O)NCC(=O)NC2CCN(Cc3ccccc3)CC2)cc1	·	89	4	99	79	102	0	0
O[C@H]1COC2C1OC[C@@H]2O (stereo partly specified)	112	90	1	97	108	98	-5	3
c1ccc(-n2cnc3cc(NCc4ccco4)ccc32)cc1	101	98	-4	103	108	94	2	0
O=C(NCCCCCCNC(=O)c1cncc(O)c1)c1cncc(O)c1	109	114	-3	108	101	113	5	0
O=C(N[C@@H]1CCC(=O)N(CC[C@H](Sc2ccc(Br)cc2)c2ccccc2)CC1)OCc1ccccc1	105	98	-2	97	107	94	-3	0
COc1[nH]c(/N=C/c2ccccc2)c(C#N)c1C#N	92	86	-21	95	89	90	-11	0
O=C(/C=C/c1ccccc1Cl)NCCc1ccc(F)cc1	86	81	0	94	82	92	-5	1
C/C(=N\NC(=O)COc1ccc(C)cc1C(C)C)c1cc2ccccc2o1	103	99	8	108	94	105	5	3
C/C(=N\NC(=S)Nc1cccc(C)c1)c1cccc(N)c1	96	97	2	103	93	105	-8	4
CCN1CCN(c2nc3ccccn3c(=O)c2C=O)CC1	99	97	15	104	95	102	-19	6
O=C(c1ccc(Cl)cc1)C1CCN(C(=O)N2CCOCC2)CC1	101	100	-9	101	104	100	4	0
O=C1Nc2ccccc2C(O)(C(=O)NC2CC2)N1c1ccc(Cl)c(Cl)c1 (stereo unspecified)	105	104	7	105	97	102	20	0
Cc1cc([N+](=O)[O-])nn1Cc1noc(C(=O)NCCc2ccccn2)n1	101	103	10	79	93	98	3	2
COc1cc(NC(=O)COC(=O)C=C(C)C)c(C)cc1[N+](=O)[O-]	97	99	0	105	95	100	11	0
Cc1ccccc1NC(=O)NC1(C(=O)NCc2ccco2)CCCCC1	105	106	12	103	113	106	-4	1
COc1ccc(C(=O)OCC(=O)Nc2cccc(C(C)=O)c2)c(OC)c1OC	102	99	-22	102	99	107	-7	0
COc1ccc(Nc2nc(C)nc3c2nnn3Cc2ccccc2Cl)c(OC)c1	106	101	7	108	94	103	-4	0
CN1CCN(c2ccc(S(=O)(=O)N3CCCCC3)cc2NC(=O)CCc2ccccc2)CC1	97	90	9	96	91	93	3	0
Cc1cc(Cl)ccc1OCCCC(=O)N1CCN(C(=O)c2ccco2)CC1	100	93	-16	97	95	92	5	78*
CCOC(=O)c1ccc(S(=O)(=O)NCC(c2ccc(N(C)C)cc2)c2c[nH]c3ccccc23)cc1 (stereo unspecified)	97	101	11	100	95	98	0	2
COC(=O)COc1ccc(S(=O)(=O)NCc2cccnc2)cc1C	109	106	-3	98	106	107	10	0

# 7 compounds picked at random from those above, as already listed:
Compound	CIT2 TOR yeast	AGP1 TOR yeast	VLA-4 inh	MEP2-GFP yeast	LAP4-GFP MLPCN	RPL19A-GFP yeast	GASC-1 inh	GRK2 inh
C/C(=N\NC(=O)COc1ccc(C)cc1C(C)C)c1cc2ccccc2o1	103	99	8	108	94	105	5	3
c1ccc(-n2cnc3cc(NCc4ccco4)ccc32)cc1	101	98	-4	103	108	94	2	0
CCC(C(=O)OCC(=O)Nc1ccc(C(N)=O)cc1)c1ccccc1 (stereo unspecified)	97	99	4	102	80	105	-12	0
Cc1cc([N+](=O)[O-])nn1Cc1noc(C(=O)NCCc2ccccn2)n1	101	103	10	79	93	98	3	2
COc1[nH]c(/N=C/c2ccccc2)c(C#N)c1C#N	92	86	-21	95	89	90	-11	0
CCN1CCN(c2nc3ccccn3c(=O)c2C=O)CC1	99	97	15	104	95	102	-19	6
CCCCOc1ccc(C(=O)NCC(=O)NC2CCN(Cc3ccccc3)CC2)cc1	·	89	4	99	79	102	0	0

# Remaining list, next part
Compound	CIT2 TOR yeast	AGP1 TOR yeast	VLA-4 inh	MEP2-GFP yeast	LAP4-GFP MLPCN	RPL19A-GFP yeast	GASC-1 inh	GRK2 inh
CCOc1ccc2nc(S(N)(=O)=O)sc2c1	96	99	13	101	100	110	3	2
Cc1ccc(NC(=O)Cn2cccc2C2=NC(c3ccccc3)CO2)cc1C (stereo unspecified)	87	92	-1	60	84	99	-1	0
COc1cc(NC(=O)c2cccc(Cl)c2)c(OC)cc1NC(=O)CN1CCOCC1	86	88	-11	95	89	94	3	1
C/C(N)=C(/C#N)C(=O)CSc1nc2cc(Cl)ccc2c(=O)n1-c1ccc(C)cc1	106	101	17	110	103	105	3	0
CC(=O)Nc1ccc(S(=O)(=O)N(C)CC(=O)OCC(=O)N(C)C2CCS(=O)(=O)C2)cc1 (stereo unspecified)	103	100	-4	104	95	102	-23	0
COc1ccc(NC(=O)C2CC(c3c(F)cccc3Cl)=NO2)cc1 (stereo unspecified)	107	109	-7	120	108	103	2	0
CCc1cccc(N=c2c([N+](=O)[O-])nn(-c3ccc4c(c3)OCCO4)n2O)c1	102	103	0	100	93	104	-3	2
CCN1CCc2c(sc(NC(=O)c3ccc(S(=O)(=O)N4CCCCCC4)cc3)c2C(=O)NC)C1	97	98	-10	101	97	101	9	0
Cc1ccc(S(=O)(=O)NCCCCCC(=O)Nc2ccccc2)cc1	89	116	7	93	102	96	-16	0
CC(OC(=O)c1cccc(N2C(=O)c3ccccc3C2=O)c1)C(=O)Nc1ccc(N(C)C)cc1 (stereo unspecified)	97	95	5	106	89	105	-20	0
O=C1c2ccccc2C(=O)N1CCN1CCOCC1	99	103	14	101	105	100	23	1
COc1cccc(/C=C/C(=O)OCC(=O)NCCC2=CCCCC2)c1	105	96	15	110	102	98	3	0
O=C(CSc1nnc(-c2ccccn2)n1Cc1ccco1)c1ccccc1	107	100	9	101	101	102	-9	4
COc1ccc(-c2cc(C)no2)cc1S(=O)(=O)NCc1cccc(C)c1	95	98	0	93	93	99	-1	1
COCc1c(C(=O)NCCOc2ccc(Cl)cc2)oc2ccccc12	99	91	0	97	100	97	1	2
CC(NC(=O)CCN1N=C(c2ccccc2)CCC1=O)c1ccc2c(c1)OCCO2 (stereo unspecified)	108	102	6	106	106	100	-29	2
CCCCn1c(=O)[nH]c(=O)c2c1ncn2Cc1ccco1	102	99	-6	102	94	94	-1	0
CCCc1nc2ccccc2c(=O)n1/N=C/c1c(C)[nH]n(-c2ccc(C)cc2)c1=O	101	97	18	97	118	98	16	1
Cc1ccc(NC(=O)Cn2cc(C(F)(F)F)cc(Cl)c2=O)cc1Cl	87	95	-3	101	97	97	24	0
CC(C)(C)C(=O)CN1C(=O)NC(c2ccccc2)(c2ccccc2)C1=O	123	98	-9	103	97	104	23	0
CCc1ccc(N2CC(C(=O)Nc3nnc(CC)s3)CC2=O)cc1 (stereo unspecified)	86	87	7	95	88	88	5	4
CC(=O)c1ccc(NC(=O)CN2c3cccc4cccc(c34)S2(=O)=O)cc1	104	99	0	100	111	97	-1	0
O=C(CN1CCN(Cc2ccc3c(c2)OCO3)CC1)Nc1ccc2[nH]c(=O)[nH]c2c1	112	98	1	91	89	102	-2	1
CCOc1cccc(C2C(C#N)=C(N)Oc3cc(C)n(Cc4ccccn4)c(=O)c32)c1OCC (stereo unspecified)	110	97	6	104	100	98	-12	0
CCOC(=O)/C(=C\c1c[nH]c2ccccc12)NC(C)=O	103	100	14	106	103	108	-1	0

# No new results follow: entries from further up.
Compound	CIT2 TOR yeast	AGP1 TOR yeast	VLA-4 inh	MEP2-GFP yeast	LAP4-GFP MLPCN	RPL19A-GFP yeast	GASC-1 inh	GRK2 inh
CCc1cccc(N=c2c([N+](=O)[O-])nn(-c3ccc4c(c3)OCCO4)n2O)c1	102	103	0	100	93	104	-3	2
CCN1CCc2c(sc(NC(=O)c3ccc(S(=O)(=O)N4CCCCCC4)cc3)c2C(=O)NC)C1	97	98	-10	101	97	101	9	0
Cc1ccc(S(=O)(=O)NCCCCCC(=O)Nc2ccccc2)cc1	89	116	7	93	102	96	-16	0
CC(OC(=O)c1cccc(N2C(=O)c3ccccc3C2=O)c1)C(=O)Nc1ccc(N(C)C)cc1 (stereo unspecified)	97	95	5	106	89	105	-20	0

# More structures follow.
Compound	CIT2 TOR yeast	AGP1 TOR yeast	VLA-4 inh	MEP2-GFP yeast	LAP4-GFP MLPCN	RPL19A-GFP yeast	GASC-1 inh	GRK2 inh
OC(COc1cccc2ccccc12)CN1CCN(c2ccccc2)CC1 (stereo unspecified)	93	92	-13	88	84	98	7	0
O=C(O)CC(Sc1n[nH]c(=S)s1)C(=O)O (stereo unspecified)	93	96	0	106	103	102	3	4
O=C(CCc1cn(Cc2ccc(F)cc2)c2ccccc12)N1CCOCC1	102	94	-8	104	93	101	-14	2
COCCN(C(=O)COC(=O)CCc1nc2ccccc2s1)c1c(N)n(Cc2ccccc2)c(=O)[nH]c1=O	102	97	11	93	92	95	-1	1
CCN(CC(=O)NCc1ccc(F)cc1)CC(=O)Nc1cc(S(=O)(=O)N(C)C)ccc1C	96	95	2	96	87	93	6	1
CCCCC(NC(C)=O)c1nc2ccccc2[nH]1 (stereo unspecified)	81	86	2	90	89	90	-19	0
COc1ccccc1NC(=O)CC1C(=O)Nc2ccccc2N1C(=O)c1ccccc1 (stereo unspecified)	101	101	2	100	106	96	-11	2
CN(C)c1cc2c(cc1NS(=O)(=O)c1ccccc1)n(C)c(=O)n2C	105	99	-2	109	96	100	-23	0
O=Cc1ccc(C(=O)OCC(=O)Nc2ccc(F)cc2F)cc1	100	103	16	100	103	96	40	1
O=C(CCc1nnc2ccc(NCc3ccccc3)nn12)NC1CCCC1	120	126	-1	113	116	107	7	1
O=C(CCN1C(=O)C2C3C=CC(C3)C2C1=O)Nc1ccccc1 (stereo unspecified)	101	106	5	108	96	105	-6	3
N#Cc1c(-n2cccc2/C=N/O)sc2c1CCCC2	84	96	-6	95	90	97	4	0
O=C(NC1CC(=O)N(c2ccc3c(c2)OCCO3)C1)N1CCCCC1 (stereo unspecified)	108	110	-14	95	112	100	-15	0
CCOC(=O)C1CCN(C(=O)C2CCN(c3nn4c(=O)cc(C)nc4s3)CC2)CC1	113	109	2	114	114	109	2	1
Cc1cc(C)c(O)c(-c2cc(C(=O)Nc3c(C)n(C)n(-c4ccccc4)c3=O)[nH]n2)c1	117	98	-4	105	101	101	-4	0
